High-throughput results as filed in PubChem.
ARNT TACC3 PPI = ARNT/TACC3 interaction disruption; Q9Y6A5; AlphaScreen His-ARNT PAS-B/GST-TACC3 binding, luminescence; TACC3 fragment carries E629A point mutation; inhibition, % at 9.99 µM; hit rate 0.66% among 390,000;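 active means mean inhibition of replicates at least 50% and at least half of replicates each reaching 50%; inconclusive means half or more replicates reach 50% but mean below 50%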;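 further: 0% = complete ARNT plus TACC3 wells and 100% = ARNT alone without TACC3; many hits fall short of the cut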
ERp5 block = blocks human ERp5 reductase activity on insulin. Q15084. ERp5 insulin aggregation, absorbance 650 nm, 90 min. inhibition, % at 9.99 µM. hit rate 0.05% among 350,000. AID 651711;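 active means mean replicate inhibition above about 25%, with every replicate also reaching it, limit read from the data, passing the limit was not always enough; inconclusive means only one of those two criteria met; inactive means neither criterion met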
Target sequence (Q15084 whole entry, looked up): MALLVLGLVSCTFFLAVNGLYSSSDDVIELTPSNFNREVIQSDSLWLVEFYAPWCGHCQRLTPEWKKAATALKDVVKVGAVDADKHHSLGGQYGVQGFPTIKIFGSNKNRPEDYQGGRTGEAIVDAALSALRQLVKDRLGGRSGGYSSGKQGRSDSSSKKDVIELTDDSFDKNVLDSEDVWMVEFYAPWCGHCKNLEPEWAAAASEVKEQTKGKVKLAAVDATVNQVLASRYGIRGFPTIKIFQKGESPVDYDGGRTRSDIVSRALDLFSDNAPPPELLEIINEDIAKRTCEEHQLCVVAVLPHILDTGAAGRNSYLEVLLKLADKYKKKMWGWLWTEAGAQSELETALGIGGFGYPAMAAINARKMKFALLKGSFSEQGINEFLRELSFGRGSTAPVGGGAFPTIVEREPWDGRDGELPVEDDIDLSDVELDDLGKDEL
PglD DTNB = blocks C. jejuni PglD acetyltransferase activity; inhibition, % at 12.5 µM; purified PglD enzyme, DTNB colorimetric CoA detection; hit rate 0.098% among 360,000; in the data active means inhibition above about 16%, passing the limit was not always enough; inconclusive means no clear call, values can overlap the other calls; further: strong numbers were not always called active
RAD54 branch = RAD54 (human) branch migration inhibition | AID 602329 | inhibition, % at 10.4 µM | hit rate 0.14% among 360,000 | RAD54 Holliday junction branch migration, FAM/BHQ fluorescence | Q92698;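 active means mean normalized replicate activity at least 40 and at least half of replicates scoring 40 or more; inconclusive means only one of the two criteria met; inactive means mean below 40 and under half of replicates reaching 40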;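 further: 0% = median of neutral control wells and 100% = median of positive control wells; inhibitors cause a drop in the FAM fluorescence signal; in these data hits start at about 50%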
E-selectin induc = induces E-selectin expression in human endothelial cells; P16581; HUVEC E-selectin immunofluorescence imaging; normalized: neutral wells 0, TNF-alpha wells 100; activation, % at 7.58 µM; hit rate 0.37% among 260,000; AID 686992;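 active means mean E-selectin-positive cell signal at least 10% of the positive control, reached in at least 60% of replicates, without over 20% cell loss; inconclusive means no rule given, readout overlaps actives, possibly toxicity-flagged; inactive means the rest, including those meeting only one limit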;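 further: in these data hits start at about 27%; measured in HUVEC primary endothelial cells; signal is the percent of cells scored E-selectin positive by PE staining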
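assay system = HUVEC, human umbilical vein endothelial cells | input = 3,000 HUVEC seeded per well | medium = EGM-2 growth medium on 0.1% gelatin-coated wells | dosing = one compound dose added by pin transfer | signal = immunofluorescence imaging | read-out basis = % PE-positive cells | control set = TNF-alpha, DMSO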
Casp6 inh = blocks human caspase-6 cleavage activity | inhibition, % at 12.5 µM | purified caspase-6, Z-VEID-R110 cleavage fluorescence | hit rate 0.53% among 350,000;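 active means mean inhibition across replicates at least about 35%, with every replicate also reaching that limit, limit read from the data; inconclusive means only one of the two criteria met; inactive means neither criterion met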;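 further: 0% = median of neutral control wells and 100% = no fluorescence left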
esBAF inh = inhibitors of esBAF chromatin remodeling in mouse ES cells; hit rate 2% among 350,000; AID 602393; Bmi1-luciferase knock-in reporter, 24 h; 100% = twice the neutral-well signal; reporter increase, % at 12.5 µM; in the data active means activation above about 40%; inconclusive means no clear call, values can overlap the other calls;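 further: 0% = median of the plate's neutral control wells and 100% = double that signal; a rise in the Bmi1 reporter signal indicates esBAF inhibition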
RAD52 anneal inh = inhibitors of human RAD52 DNA annealing; P43351; recombinant RAD52 DNA annealing, FRET fluorescence; inhibition, % at 18.7 µM; hit rate 0.46% among 360,000; AID 651710;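 active means every replicate showing at least 50% inhibition; inconclusive means mean inhibition at least 50% but not in every replicate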
Target sequence (P43351 whole entry, looked up): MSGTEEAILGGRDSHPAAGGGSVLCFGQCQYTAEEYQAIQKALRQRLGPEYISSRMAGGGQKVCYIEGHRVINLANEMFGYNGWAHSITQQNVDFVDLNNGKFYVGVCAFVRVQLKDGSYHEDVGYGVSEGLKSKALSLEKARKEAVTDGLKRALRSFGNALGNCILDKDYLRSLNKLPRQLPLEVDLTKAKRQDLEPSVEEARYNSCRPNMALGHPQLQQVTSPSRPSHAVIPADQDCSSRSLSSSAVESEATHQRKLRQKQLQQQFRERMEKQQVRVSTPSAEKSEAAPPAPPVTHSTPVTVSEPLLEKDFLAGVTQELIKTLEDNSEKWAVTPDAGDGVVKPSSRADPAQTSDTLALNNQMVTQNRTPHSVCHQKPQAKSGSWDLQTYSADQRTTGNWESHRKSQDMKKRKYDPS
* = called active by the depositor; ? = inconclusive; . = no result given. Rows were taken by chance; overall some 3.2% were active at least once.

SMILES	ARNT TACC3 PPI	ERp5 block	PglD DTNB	RAD54 branch	E-selectin induc	Casp6 inh	esBAF inh	RAD52 anneal inh
COc1ccc(C2CCCN2C(=S)Nc2ccccc2C)cc1OC (stereo unspecified)	-1	4	3	5	0.2	-4	5	-16
CCCN(C(=O)COC(=O)CCOc1ccccc1C)c1c(N)n(Cc2ccccc2)c(=O)[nH]c1=O	.	1	-4	0	0.1	0	-6	-40
O=C(C[C@H]1C=C[C@H](NC(=O)Nc2ccccc2)[C@@H](CO)O1)NCc1ccccn1	4	4	2	-5	-1.4	-5	0	-3
CCCn1c(=O)c(/C(N)=N/O)nn(-c2cccc(C(F)(F)F)c2)c1=O	29	4	-4	4	3.6	-3	1	-11
CCc1ccc(NC(=S)N(Cc2ccccc2)Cc2ccccn2)cc1	7	0	-1	0	0.1	-3	-8	-16
COc1cccc(/C=C/C(=O)OCC(=O)NC2CC2)c1	.	-5	0	-6	-0.5	-2	-2	-3
N/C(=N\OC(=O)CCC1CCCC1)c1ccc([N+](=O)[O-])cc1	1	9	.	.	2.6	0	.	-19
CC(=O)N1CCC2(CC1)CC(=O)c1cc(Cl)ccc1O2	-2	.	-2	-11	1.5	.	0	.
COc1cccc(CC(NC(C)=O)C(=O)NC2CCN(S(=O)(=O)c3ccc(NC(C)=O)cc3)CC2)c1OC (stereo unspecified)	0	9	-3	-2	.	-1	6	-3
Cn1c(OCc2cccnc2)nc2c1c(=O)n(Cc1ccc(Br)cc1)c(=O)n2C	3	.	2	-16	.	.	21	.
CSc1cc(C)n(-c2ccccc2)c(=S)c1C(C)=O	-2	.	-3	-7	.	.	-3	.
CN(CCC#N)C(=O)COC(=O)c1ccc(CNS(=O)(=O)c2ccc(F)c(Cl)c2)cc1	-5	.	-3	3	-0.1	.	.	.
COCCCNC(=O)c1ccc(S(=O)(=O)c2ccc(Cl)cc2)c(NC(C)=O)c1	4	-1	2	7	0.3	1	-7	-19
COc1ccc(-c2cn(CC[C@@H]3CC[C@@H](NS(=O)(=O)c4ccccc4C)[C@@H](CO)O3)nn2)cc1	.	-2	-2	-1	0.6	-3	10	-9
CCCC#Cc1ccc([C@H]2[C@@H](CO)N3C(=O)CN(S(=O)(=O)c4ccccc4C)C[C@@H]23)cc1	.	1	.	.	0.0	3	.	-21
O=C(NCc1ccco1)c1ccccc1O	-4	-4	1	-1	.	-2	1	-4
O=C1Nc2ccccc2C1(O)c1ccccc1 (stereo unspecified)	.	2	2	-6	1.8	-2	-7	-6
O=C(NCc1ccco1)Nc1ccc(Br)cc1Cl	-3	.	-6	-4	.	.	?	.
COc1ccc(/C=C2/CCCC(CN(C)C)C2=O)cc1 (stereo unspecified)	-6	-5	.	.	-0.2	-2	.	3
CCn1c(=O)n(C)c2c(=O)n(C)c(=O)n(C)c21	-12	7	-2	-1	-1.1	-3	-9	-27
O=S1(=O)C=CC(Nc2cccc(Cl)c2)C1 (stereo unspecified)	-3	-8	7	-4	.	5	-3	-2
Cc1ccc(NC(=O)c2cnccn2)cc1C	-8	-3	7	2	.	-2	24	9
CC(c1cccs1)N(C(=O)Nc1ccccc1)C1CCCCC1 (stereo unspecified)	-3	.	2	16	.	.	-6	.
Cc1ccccc1C(=O)NN(C)c1nc2ccccc2nc1C(F)(F)F	0	.	-5	3	.	.	4	.
Cc1noc(C)c1-c1ccc2ncnc(NC(C)c3ccco3)c2c1 (stereo unspecified)	19	0	-1	-8	-0.2	11	-23	-34
Cc1ccccc1OCc1nc2ccc(S(=O)(=O)N3CCOCC3)cc2[nH]1	9	.	-1	1	-1.1	.	5	.
Nc1ncnc2c1ncn2[C@H]1C[C@H](O)[C@@H](COP(=O)(O)O)O1	-2	3	1	6	-2.1	4	1	1
C[C@H](CO)N1C[C@H](C)[C@@H](CN(C)C(=O)Nc2ccc(-c3ccccc3)cc2)OCc2ccccc2-c2ccccc2C1=O	.	16	.	.	-0.1	2	.	2
Cc1onc(-c2c(Cl)cccc2Cl)c1C(=O)N1CCN(c2ccccc2)CC1	.	-1	.	.	1.2	2	.	-20
COC(=O)c1sccc1NC(=O)Nc1ccc(C(C)=O)cc1	-8	2	0	4	.	-2	26	4
O=C(NCc1cccs1)c1csc([C@@H]2O[C@H](CO)[C@H](O)[C@H](O)[C@H]2O)n1	.	6	-3	-4	-0.1	-1	-3	-7
COc1ccc(CNC(=O)c2sccc2C)cc1	5	7	-1	1	.	3	15	-3
CCc1ccccc1NC(=O)CSc1nnc(Cn2nnc3ccccc32)n1C	-3	.	0	4	.	.	6	.
Cn1sc(NC(=O)c2ccccc2)nc1=O	3	.	4	-13	.	.	17	.
CCCCNC(=S)Nc1ccccc1F	-9	.	-1	2	.	.	9	.
Clc1ccccc1-c1csc(Nc2cccnc2)n1	-3	-4	-1	-4	0.2	4	63*	0
COCC(=O)N1CCCCN2[C@@H](CO)[C@@H](c3ccc(-c4ccccc4)cc3)[C@@H]2C1	-3	2	-1	2	0.3	2	.	-5
CCCC(C(=O)NC1CCCC1)N(Cc1ccccc1)C(=O)c1snc(C(N)=O)c1N (stereo unspecified)	-1	-1	-1	-3	.	11	-8	-7
CCc1c(C)nc(N)c(C#N)c1-c1ccccc1	1	1	-5	3	.	-1	1	-3
N#CC(c1ccccn1)c1ncc(C(F)(F)F)cc1Cl (stereo unspecified)	1	-7	-13	1	1.6	0	1	-16
O=C(COc1ccc(Cl)cc1Cl)Nc1cccc(-c2ccc(N3CCOCC3)nn2)c1	-3	-11	-1	7	0.5	3	.	-14
CCN(CC)C(=O)CSc1nc2ccccc2c(=O)n1OC(C)C	5	.	-1	3	.	.	-4	.
COc1cc(OC)cc(-c2c(-c3ccc(F)cc3)c3cc(-c4ccc5[nH]ccc5c4)ccc3n2C)c1	-5	8	1	1	-0.1	2	-2	-14
OC[C@H]1Nc2ccc(-c3ccccc3)cc2[C@H]2[C@@H]1CCN2Cc1ccc(F)cc1	5	-3	2	-5	0.6	-1	-2	-71
CC(=O)Nc1ccc(C(=O)Nc2ccc(S(=O)(=O)N3CCOCC3)cc2)cc1	11	-1	1	-2	.	2	12	11

Part of the list above, bar-delimited:
smiles | ARNT TACC3 PPI | ERp5 block | PglD DTNB | RAD54 branch | E-selectin induc | Casp6 inh | esBAF inh | RAD52 anneal inh
Clc1ccccc1-c1csc(Nc2cccnc2)n1 | -3 | -4 | -1 | -4 | 0.2 | 4 | 63* | 0
COCC(=O)N1CCCCN2[C@@H](CO)[C@@H](c3ccc(-c4ccccc4)cc3)[C@@H]2C1 | -3 | 2 | -1 | 2 | 0.3 | 2 | . | -5

Going on with the list:
SMILES	ARNT TACC3 PPI	ERp5 block	PglD DTNB	RAD54 branch	E-selectin induc	Casp6 inh	esBAF inh	RAD52 anneal inh
Cc1ccnc(OC(C(=O)O)C(OCc2ccccc2)(c2ccccc2)c2ccc(C(F)(F)F)cc2)n1 (stereo unspecified)	-3	1	1	-1	.	24	-3	-11
CCOc1ccc(NC(=S)NC2CC3CCC(C2)N3Cc2ccco2)cc1 (stereo unspecified)	5	1	.	.	.	-2	.	-7
C/C(=N/NC(=O)CNC(=O)COc1ccccc1)c1ccc(Cl)cc1	-9	-2	2	-6	.	5	3	-2
C[C@H](CO)N1C[C@H](C)[C@H](CN(C)Cc2ccc(C(F)(F)F)cc2)Oc2ccc(NS(=O)(=O)c3cn(C)cn3)cc2CC1=O	-4	1	0	-8	?	0	-5	5
C[C@H](NC(=O)c1cc2c([nH]c3ccccc32)c(-c2ccccc2)n1)C(=O)O	27	-5	-4	1	0.0	4	0	-4
Cc1c(C(=O)Nc2ccc3c(c2)OCCO3)sc2nc(-c3ccccc3)cn12	3	0	-2	0	.	-4	15	-5
CCOC(=O)c1c(CN2CCN(CCO)CC2)n(C)c2cc(Br)c(OC)cc12	11	.	-3	35	.	.	0	.
CN1CCN(C(=S)c2cn(Cc3ccccc3)c3ccccc23)CC1	14	3	3	6	2.7	-8	-5	-18
CCOc1ccc(-c2cc(N)n(S(=O)(=O)c3ccc(OC)c(OC)c3)n2)cc1	9	-3	-3	2	0.0	3	-8	-16
O=C(N1CCOCC1)N1CCN(c2nc(-c3ccc(F)cc3)cs2)CC1	19	.	0	-1	.	.	6	.
CC1CCC(NC(=O)Cn2c(=O)[nH]c3ccsc3c2=O)CC1 (stereo unspecified)	3	.	4	2	.	.	?	.
Cc1cccc(C)c1NC(=O)CNC(=O)c1cccnc1	-2	1	-3	-3	0.5	4	-1	-7
CC(=O)Nc1ccc(/C=C/c2noc(-c3ccccc3O)n2)cc1	-1	.	3	-4	.	.	27	.
Cc1nc(-c2cccc(S(=O)(=O)N3CCCCC3)c2)cs1	-3	1	.	.	0.2	-2	.	-14
CC(=O)c1nn(-c2ccc(C)cc2)cc1C(=O)c1cccc(Br)c1	-5	-5	3	-9	0.2	1	0	-12
C[C@H]1CN(C2CCCCC2)C(=O)[C@@H]1CC(=O)Nc1ccccc1	.	6	-5	14	-1.8	-1	1	-10
COc1cccc(-c2ccc([C@@H]3[C@H](CO)N4CCCCN(C(=O)c5ccc(F)cc5)C[C@@H]34)cc2)c1	3	-1	3	-1	0.1	-2	-3	-2
COC(=O)c1ccc(/C=N/OCC(=O)NCc2ccc(F)cc2)cc1	3	5	.	.	4.2	-1	-9	-8
O=C(NCCCn1ccnc1)c1cc([N+](=O)[O-])cc([N+](=O)[O-])c1	-2	3	.	.	1.2	0	.	0
CC1(C)CC(C(CC(=O)O)c2ccccc2)CCO1 (stereo unspecified)	-22	-6	0	11	.	-1	3	-19
Cc1ccccc1OCC(=O)N/N=C/c1cn(C)c2ccccc12	2	3	1	-10	.	-1	-2	-17
COc1cc(/C=C/C(=O)OCC(=O)NCc2ccc(F)cc2)ccc1O	.	-6	-2	1	0.3	-2	9	-13
Cn1cnc(S(=O)(=O)N2CC[C@@H]3[C@H](CO)Nc4ccc(C#Cc5ccc(F)cc5)cc4[C@@H]32)c1	3	-1	-5	0	0.1	-3	2	-14
Cc1c(NC(=O)c2ccco2)cccc1C(=O)NN1C(=O)c2ccccc2C1=O	-4	2	.	.	0.1	0	-1	-12
COC(=O)C1=C(N)N(c2ccccc2C(F)(F)F)C2=C(C(=O)CCC2)C1c1ccc2c(c1)OCO2 (stereo unspecified)	-8	.	-1	3	.	.	0	.
Cn1c(=O)c(C(=O)CSc2nncs2)c(N)n(Cc2ccccc2)c1=O	-6	-10	.	.	.	-2	.	-8
O=C1CC2c3ccccc3CCN2C(=O)CN1Cc1ccccc1 (stereo unspecified)	.	-1	6	-3	-4.1	2	3	-6
CC(=O)c1cccc(NCC(=O)Nc2cccc(S(=O)(=O)N3CCCCC3)c2)c1	3	-4	1	-8	.	-1	2	-15
COc1ccnc(CSC(N)=Nc2cccc(C(F)(F)F)c2)c1	.	10	5	5	.	-3	.	-25
COc1ccccc1N1C(=O)CCC1(C#N)c1ccccc1 (stereo unspecified)	-11	.	3	14	.	.	-5	.
N#Cc1cccc(C(=O)OCC(=O)NC(=O)NC2CCCCC2)c1	-3	-5	3	8	.	3	-5	2
O=C(NCCc1ccncc1)[C@@H]1[C@@H](CO)[C@@H]2Cn3c(ccc(C4=CCCCC4)c3=O)[C@H]1N2CC1CC1	5	-2	-1	-7	-0.3	.	-1	-14
C[C@]12c3[nH]c4ccccc4c3CCN1C(=O)C(CC(=O)NCc1ccco1)C[C@@H]2C(=O)N1CCCCC1 (stereo partly specified)	-4	5	-2	-1	0.4	2	-6	-8
Cc1ccccc1OCC(=O)OC1CCN(C)CC1	-7	.	-7	3	.	.	-3	.
